NTR1 ag: agonists of NTR1, primary screen, imaging, U2OS cells, beta-arrestin-GFP, high content (AID 493036); Neurotensin receptor type 1 (Homo sapiens), P30989; NTR1-U2OS beta-arrestin-GFP spot imaging, agonist mode; activation, % at 20 µM; actives 0.17% (n = 330,000);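 active means activation at or above 40% of the spot to cytoplasm intensity ratio, with at least 20 cells analyzed; inconclusive means wells under 20 cells, flagged as cytotoxic or low count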;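 further: 0% = DMSO without peptide and 100% = 100 nM NTR1 peptide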
Target sequence (P30989 whole entry, looked up): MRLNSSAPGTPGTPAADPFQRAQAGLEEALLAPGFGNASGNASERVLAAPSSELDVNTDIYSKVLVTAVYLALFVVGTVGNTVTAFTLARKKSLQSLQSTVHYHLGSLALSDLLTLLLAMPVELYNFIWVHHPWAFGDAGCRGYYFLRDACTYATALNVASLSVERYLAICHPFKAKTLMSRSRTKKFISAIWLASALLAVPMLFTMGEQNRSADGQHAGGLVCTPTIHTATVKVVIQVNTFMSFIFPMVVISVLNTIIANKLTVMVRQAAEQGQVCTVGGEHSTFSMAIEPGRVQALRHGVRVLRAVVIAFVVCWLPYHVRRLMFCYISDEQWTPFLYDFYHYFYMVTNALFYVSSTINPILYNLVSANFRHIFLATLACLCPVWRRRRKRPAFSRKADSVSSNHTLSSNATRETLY
Myeloid diff 2: induction of myeloid progenitor differentiation, primary screen, cell-based, flow cytometry, MLPCN library. AID 624256, 2012. calls only at 10 µM. ER-HoxA9 myeloid progenitors, lysozyme-GFP differentiation. actives 1% (n = 360,000);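 active means normalized GFP-positive differentiation at or above the plate's own cutoff, the solvent-only control mean plus 3 SD; inconclusive means no clear call, values can overlap the other calls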;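 further: cells exposed to compound for four days before flow analysis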
Large T inhibition: SV40 large T antigen inhibitors, biochemical (AID 1903) | SV40 large T antigen ATPase/helicase inhibition assay; higher % means a stronger effect | inhibition, % at 20 µM, or IC50 in µM where a hit was titrated | actives 0.39% (n = 310,000); in the data active means a potency from the dose series; inconclusive means inhibition mostly from about 32% at the one dose, without a potency; inactive means the rest, 99 in 100 with inhibition below about 32%; further: strong numbers were not always called active
T cell modulator: modulators of CD8 T cell-vesicle binding, primary screen, mouse 2C CD8+ T cells, flow cytometry; 2C CD8+ T cell-vesicle binding; stronger effect = lower value; calls only at 7 µM; actives 0.068% (n = 330,000); AID 2052, 2009;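 active means response, share of CD8 T cells binding vesicles, and their 90th percentile fluorescence all below set limits, cut at about 80% in these data, passing the limit was not always enough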
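Material: 2C TCR transgenic mouse naive CD8+ T cells, MACS-purified. Also added: QL9-charged Drosophila Ld/ICAM-1/B7-1 vesicles. Timing: binding 1.5 h at 37 °C. Measured by: high-throughput flow cytometry with anti-B7-1 and anti-CD8 staining. Read-out: percent CD8+ FL2 mean versus row control. Controls: Unloaded micro-vesicles (low), QL9 vesicles with 0.7% DMSO (high).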
Salmonella PhoP GFP: inhibitors of PhoP regulon expression, primary screen, Salmonella Typhimurium, GFP reporter (AID 1863); S. Typhimurium PhoP-regulated promoter GFP reporter, 4 h; higher % means a stronger effect; actives 0.16% (n = 300,000); inhibition, % at 50 µM, or IC50 in µM where a hit was titrated;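 active means inhibition over 29.93%, a cutoff 3 SD above the screen mean, later confirmed by dose response; inconclusive means inhibition over 29.93% but no dose response follow-up; inactive means inhibition at most 29.93% or unconfirmed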;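 further: 0% = low Mg2+ inducing control and 100% = high Mg2+ repressing control; strong numbers were not always called active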
K1F lysis inhibition: inhibition of K1F phage lysis, E. coli UTI89, bacterial capsule biogenesis inhibitors, alamar blue (AID 488966). E. coli UTI89 K1F phage lysis, alamar blue, 2 h; higher % means a stronger effect. inhibition, % at 100 µM; hits with a dose series show IC50 in µM. actives 0.02% (n = 340,000);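 active means phage lysis inhibition, versus mean bacterial control, above a set limit; inconclusive means no clear call, values can overlap the other calls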;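 further: capsule biogenesis inhibitors block K1F phage lysis so surviving cells raise fluorescence; higher fluorescence means more inhibition of phage lysis; actives were called in the ten point dose series up to 300 µM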
MgcRacGAP inhibition: MgcRacGAP GTPase-activating activity inhibitors, confirmation, biochemical, ADP Hunter fluorescence | MgcRacGAP-stimulated Rac1 GTP hydrolysis, ADP Hunter fluorescence; higher % means a stronger effect; GST-tagged Rac1 F28L mutant substrate | Rac GTPase-activating protein 1 (Homo sapiens) | inhibition, % at 30 µM; hits with a dose series show IC50 in µM | actives 0.6% (n = 340,000) | AID 624330, 2012;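 active means first-screen hits whose inhibition reached a set limit at any dose in the follow-up dose series; inconclusive means inhibition above the set first-screen limit but never retested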;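 further: fluorescence reports GDP produced by GAP-driven GTP hydrolysis; strong numbers were not always called active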
RSV antiviral HEp-2: RSV antiviral activity via CPE protection, HEp-2 cells, primary 10 µM value included (AID 2391). HEp-2 cells, RSV-induced CPE inhibition; higher % means a stronger effect. CPE inhibition, % at 10 µM; hits with a dose series show IC50 in µM. actives 0.13% (n = 310,000); in the data active means a potency from the dose series; inconclusive means CPE inhibition mostly from about 23% at the one dose, without a potency; inactive means the rest, 99 in 100 with CPE inhibition below about 21%; further: strong numbers were not always called active
TNAP activation fold: human TNAP enzyme activators, primary screen, biochemical, luminescent, no phosphate acceptor, uHTS (AID 1001) | purified TNAP, luminescent activation assay, no phosphate acceptor; higher activation fold means a stronger effect | one-dose activation fold at 20 µM; EC50 in µM for titrated hits | actives 0.03% (n = 200,000) | Alkaline phosphatase, tissue-nonspecific isozyme (Homo sapiens); in the data active means activation fold from about 3, or a potency from the dose series; inactive means the rest, 99 in 100 with activation fold below about 1.6; further: many of its hits are not listed in these tables
T cell modulator vesicle-bound %: further read-out of T cell modulator, marked with its call; double positive events, %; measured here: CD8+ vesicle-bound cell fraction;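 binding gate set so that unloaded-vesicle control wells show 10% double positive cells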
NTR1 ag cell count 20 µM: further read-out of NTR1 ag, marked with its call; cell count; measured here: cell count, cytotoxicity flag
Myeloid diff 2 GFP+ MAC1+ %: recorded beside Myeloid diff 2, whose call it bears; GFP+ MAC1+ double positive, %; measured here: differentiation confirmed by MAC1 staining
An asterisk follows results filed as active; i = inactive; ? = inconclusive; · = no result given; [ ] = another dose, or the depositor's remark.

SMILES	NTR1 ag	NTR1 ag cell count 20 µM	Myeloid diff 2	Myeloid diff 2 GFP+ MAC1+ %	Large T inhibition	T cell modulator	T cell modulator vesicle-bound %	Salmonella PhoP GFP	K1F lysis inhibition	MgcRacGAP inhibition	RSV antiviral HEp-2	TNAP activation fold
O=C(c1ccc(Cl)cc1)C1CCCN(Cc2ccc3ncccc3c2)C1 (stereo not drawn)	4.9	66	i	0.5	-6%	i	17	7%	0.4%	7%	0.3%	1
C=CCn1c(O)c(C(CC)=Nc2ccccc2NC(C)=O)c(=O)[nH]c1=O	-1.7	86	i	0.8	3%	i	38	-4%	-0.4%	-1%	-1.0%	1.1
CC(C)N1CCN(Cc2cccc([N+](=O)[O-])c2)CC1	1.0	49	i	0.3	0%	i	51	-2%	-1.3%	29%	0.6%	1.1
CCNc1nc(NC(C)(C)C)nc(SC)n1	3.5	67	i	2.8	5%	i	20	0%	7.6%	6%	3.1%	·
CC(C)c1ccccc1OCC(=O)N1CCCN(C)CC1	0.8	52	i	0.6	12%	i	9	-2%	-0.2%	8%	-0.5%	·
COCc1ccc(CN2CCCC(C(=O)c3sccc3C)C2)o1 (stereo not drawn)	2.1	30	i	0.3	7%	i	38	6%	0.0%	2%	-1.3%	1.1
O=C(c1cccc(C(F)(F)F)c1)C1CCCN(Cc2ncc[nH]2)C1 (stereo not drawn)	-0.8	46	i	0.1	27%	i	46	-8%	·	·	-1.6%	1
c1ccc2c(CN3CCN(C4CCCCC4)CC3)c[nH]c2c1	0.2	34	i	1.1	10%	i	15	6%	1.4%	9%	-2.0%	1.1
O=C(CSC1c2ccccc2-c2ccccc21)N/N=C/c1ccccc1C(=O)O	0.7	48	i	0.1	-1%	i	55	9%	-0.7%	3%	1.4%	1.1
Cc1cc(/C=C2\C(=O)NC(=O)N(c3ccc(F)cc3)C2=O)c(C)n1-c1ccc(C(=O)O)cc1	-0.6	93	i	0.3	15%	i	64	-13%	-1.6%	25%	1.4%	0.9
Cc1cc(NC(=O)COC(=O)c2c(C)nn(Cc3ccccc3)c2Cl)no1	1.5	72	i	1.8	2%	i	20	11%	-0.2%	1%	0.3%	1
Cc1nccc2c1[nH]c1ccccc12	-0.2	99	i	0.6	7%	i	24	1%	0.0%	12%	2.4%	·
CCOP(=O)(C#Cc1ccccc1)C(O)c1ccc(Br)cc1 (stereo not drawn)	3.1	62	i	0.3	8%	i	30	-4%	-1.2%	-7%	4.8%	·
CCOP(=O)(OCC)C(NC(=O)c1ccccc1C)C(Cl)(Cl)Cl (stereo not drawn)	-3.3	56	i	0.5	6%	i	47	-13%	-4.8%	-12%	1.0%	1.5
O=c1ccc2cc(OC3O[C@H](CO)[C@@H](O)[C@H](O)[C@H]3O)c(O)cc2o1 (stereo partly drawn)	0.4	67	i	1.1	12%	i	61	-1%	3.4%	7%	1.5%	·
CN1C(=O)C(=Cc2ccc(N3CCOCC3)c([N+](=O)[O-])c2)C(=O)N(C)C1=O	-1.1	62	·	·	7%	i	9	-2%	·	·	0.0%	1
C=C[C@H]1CN2CC[C@H]1C[C@H]2[C@H](O)c1ccnc2ccccc12	1.4	47	i	3.6	17%	i	29	-5%	-3.8%	1%	-0.5%	·
CN1C(=O)CC(c2ccccc2)Nc2ccccc21 (stereo not drawn)	0.3	55	i	0.7	9%	i	48	2%	0.8%	10%	0.3%	·
CCOc1cc(-c2ccc(N)c(OCC)c2)ccc1N	-0.5	47	i	0.1	12µM*	i	52	0%	0.3%	?	1.7%	1.1
O=C1NC(=O)[C@]2(Cc3ccccc3N3CCN(c4ccccc4)CC32)C(=O)N1Cc1ccccc1 (stereo partly drawn)	-0.8	72	i	0.8	19%	i	19	-11%	-0.3%	8%	4.6%	1

Whole records, quoted from the list. Order of screens: NTR1 ag, NTR1 ag cell count 20 µM, Myeloid diff 2, Myeloid diff 2 GFP+ MAC1+ %, Large T inhibition, T cell modulator, T cell modulator vesicle-bound %, Salmonella PhoP GFP, K1F lysis inhibition, MgcRacGAP inhibition, RSV antiviral HEp-2, TNAP activation fold
Results for O=C1NC(=O)[C@]2(Cc3ccccc3N3CCN(c4ccccc4)CC32)C(=O)N1Cc1ccccc1 (stereo partly drawn) → -0.8, 72, i, 0.8, 19%, i, 19, -11%, -0.3%, 8%, 4.6%, 1
Results for Cc1cc(NC(=O)COC(=O)c2c(C)nn(Cc3ccccc3)c2Cl)no1 → 1.5, 72, i, 1.8, 2%, i, 20, 11%, -0.2%, 1%, 0.3%, 1
Results for CN1C(=O)CC(c2ccccc2)Nc2ccccc21 (stereo not drawn) → 0.3, 55, i, 0.7, 9%, i, 48, 2%, 0.8%, 10%, 0.3%, ·
Results for CCOP(=O)(OCC)C(NC(=O)c1ccccc1C)C(Cl)(Cl)Cl (stereo not drawn) → -3.3, 56, i, 0.5, 6%, i, 47, -13%, -4.8%, -12%, 1.0%, 1.5

The list goes on:
SMILES	NTR1 ag	NTR1 ag cell count 20 µM	Myeloid diff 2	Myeloid diff 2 GFP+ MAC1+ %	Large T inhibition	T cell modulator	T cell modulator vesicle-bound %	Salmonella PhoP GFP	K1F lysis inhibition	MgcRacGAP inhibition	RSV antiviral HEp-2	TNAP activation fold
Cc1cc(/C=C2/C(=O)NC(=O)N(Cc3ccco3)C2=O)c(C)n1-c1ccccc1	86*	57*	i	0.2	?	i	50	8%	2.1%[50 µM]	-3%	2.2%	1.1
OC1CCCCC1N1CCC(c2ccccc2)CC1 (stereo not drawn)	-1.1	49	i	2.7	17%	i	20	2%	2.9%	-1%	-2.0%	1.1
COC(=O)C1=C(c2ccc(OC)c(OC)c2)C[C@@H]2CC[C@H]1N2C(=O)NCCOc1ccccc1Cl	-0.4	52	i	1.6	·	i	20	·	1.2%	2%	0.0%	·
COc1ccc(C=O)cc1O	3.9	87	i	1.0	12%	i	51	3%	1.6%	6%	0.9%	1.1
COC(=O)C1=C(c2ccc(C(C)=O)cc2)C[C@@H]2CC[C@H]1N2C(=O)N1CCC(C)CC1	1.3	63	i	2.3	·	i	54	·	-0.7%	-4%	-1.3%	·
c1ccc(NC2=NCCCS2)cc1	0.5	100	i	0.5	0%	i	23	7%	1.0%[50 µM]	6%	0.7%	·
COc1ccc(-n2c(Cc3cccc([N+](=O)[O-])c3)nc3ccccc3c2=O)cc1	0.9	42	i	1.3	4%	i	36	-11%	1.9%	12%	49%	1.1
O=c1[nH]c(=O)n(-c2cccc3ccccc23)c(O)c1C=NCc1ccc2c(c1)OCO2	-1.4	66	i	0.9	8%	i	16	-9%	0.3%	1%	-0.6%	1.1
CCCCCn1c(=O)c(C(=O)Nc2ccccn2)c(O)c2ccccc21	4.6	53	?	·	5%	i	20	-4%	-0.1%	8%	21%	·
COC(=O)C(O)(c1c[nH]c2ccccc12)C(F)(F)F (stereo not drawn)	2.4	74	i	1.4	4%	i	36	6%	-0.3%	-1%	1.3%	1.1
Cc1ccccc1-n1c(O)c(/C=C2/C(c3ccccc3)=Nc3ccccc32)c(=O)[nH]c1=O	7.8	53	?	·	6%	i	48	27%	2.6%	19%	3.8%	1.4
COc1ccccc1OCCCn1cc(C(=O)c2ccco2)c2ccccc21	4.1	81	i	0.5	9%	i	51	10%	0.0%	-2%	?	0.8
COc1ccc(CCC(=O)N2C[C@H]3C[C@@H](C2)c2cccc(=O)n2C3)cc1	-0.1	81	i	3.3	6%	i	25	13%	-0.1%	-2%	1.7%	·
Cn1c(=O)cc(SCC(=O)N2CCC3(CC2)OCCO3)c2ccc(Cl)cc21	0.0	86	i	0.4	7%	i	35	-3%	0.4%	3%	3.7%	1
CC(=O)N1CC(=O)Nc2ccc(Cl)cc2C1c1ccc(F)cc1 (stereo not drawn)	-0.1	45	i	6.6	5%	i	14	5%	-0.8%	2%	3.1%	1.2
CN(C)CCSC1c2ccccc2CSc2ccccc21 (stereo not drawn)	1.4	50	i	0.0	33%	i	29	·	·	·	-0.9%	·
CC(Cc1ccccc1)[n+]1cc(/N=C(\N)[O-])on1 (stereo not drawn)	2.3	55	i	0.5	-3%	i	44	1%	0.8%	10%	1.4%	1.1
O=C(O)C(O)(c1ccccc1)C1CCCC1 (stereo not drawn)	-3.0	77	i	0.7	2%	i	43	-12%	0.2%	8%	2.2%	1.1
Cc1cccn2c(=O)c3c(nc12)N1CCCCC1C1(C3)C(=O)N(C)C(=O)N(C)C1=O (stereo not drawn)	0.9	56	i	1.4	6%	i	19	-4%	·	·	2.9%	·
COc1cc(C=C2C(=O)NC(=O)NC2=O)ccc1O	0.5	89	i	1.0	28µM*	i	47	-5%	0.3%	21%	3.3%	·
Cc1ccc(N2C(=O)NC(=O)/C(=C\c3ccc([N+](=O)[O-])o3)C2=O)cc1	-0.1	34	·	·	?	i	63	3%	·	·	-1.3%	0.8
COC(=O)C1=C(c2ccc(OC(F)(F)F)cc2)C[C@@H]2CC[C@H]1N2C(=O)N1CCCC1	0.1	52	i	2.4	·	i	20	·	-0.2%	5%	0.1%	·
O=C(O)CC[N+](=O)[O-]	0.5	63	i	2.1	22%	i	17	6%	3.6%	0%	-1.1%	·
O=S(=O)(c1ccc(F)cc1)N1CCCCC1c1cccnc1 (stereo not drawn)	2.8	58	i	0.9	15%	i	55	-3%	0.2%	10%	0.1%	·
CC1=C2C(=O)C3C(CC=C4CC(OC5OC(O)C(O)C(O)C5CO)CCC43C)C2CCC12OC1CC(C)CNC1C2C (stereo not drawn)	-1.1	59	i	0.7	18%	i	57	-1%	0.3%	-4%	7.4%	·

The list is partial; count on the stated rates, not on these rows.
